D1 PAM: human D1 dopamine receptor positive modulation; P21728; HEK293 TREx D1 cells, calcium flux, dopamine EC20 potentiation; potentiation, % at 10 µM; 0.036% of 360,000 active; AID 504651; in the data active = potentiation above about 30%; note: 0% is about no effect
RXFP1 ag: activates the human relaxin receptor RXFP1 | Potency, µM (titrated, usually from 57.5 µM), inactives show at the highest dose activation, hits mostly activators | Q9HBX9 | HEK293T-RXFP1 cAMP TR-FRET, 30 min; response scale: percent of porcine relaxin response, buffer zero | 0.3% of 370,000 active; note: potency is the fitted concentration of half-maximal effect; % is set by controls: 0 for no effect and ±100 for the full control effect; nearly all actives have a fitted effect of over 60% in size; many of its hits are not listed in these tables
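HEK293T cells stably expressing RXFP1 were pretreated with the PDE4 inhibitor Ro 20174, exposed to compounds for 30 min at 37C, lysed, and cAMP was read by TR-FRET. Data normalized to buffer (basal) and 29 nM porcine relaxin (100%).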
RXFP1 antagonist: antagonists of human relaxin receptor RXFP1; Q9HBX9; HEK293-RXFP1, relaxin-stimulated cAMP HTRF, 30 min; stronger effect = lower value; activity change, negative = inhibition, % at 57.5 µM; 0.59% of 350,000 active; AID 1259400;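 active = activity change of -60% or lower, but not beyond a set lower limit; inconclusive = change between -60% and -40%, or beyond the set limit; inactive = change above -40%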; note: % is set by controls: 0 for no effect and ±100 for the full control effect
Vif-A3G inh: inhibitors of Vif-APOBEC3G interaction. AID 602310. HeLa A3G-eYFP + Vif (tagged APOBEC3G with the HIV-1 protein that degrades it), YFP fluorescence, overnight. Potency, µM (titrated, usually from 46.1 µM), for inactives: at the highest dose activity, negative = active, most hits filed as inhibitors. 0.076% of 410,000 active;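 note: potency is the fitted concentration of half-maximal effect; % is set by controls: 0 for no effect and ±100 for the full control effect; nearly all actives have a fitted effect of over 60% in size; hits raise eYFP signal because A3G escapes Vif-driven loss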
Target sequence (Q9HC16 whole entry, looked up): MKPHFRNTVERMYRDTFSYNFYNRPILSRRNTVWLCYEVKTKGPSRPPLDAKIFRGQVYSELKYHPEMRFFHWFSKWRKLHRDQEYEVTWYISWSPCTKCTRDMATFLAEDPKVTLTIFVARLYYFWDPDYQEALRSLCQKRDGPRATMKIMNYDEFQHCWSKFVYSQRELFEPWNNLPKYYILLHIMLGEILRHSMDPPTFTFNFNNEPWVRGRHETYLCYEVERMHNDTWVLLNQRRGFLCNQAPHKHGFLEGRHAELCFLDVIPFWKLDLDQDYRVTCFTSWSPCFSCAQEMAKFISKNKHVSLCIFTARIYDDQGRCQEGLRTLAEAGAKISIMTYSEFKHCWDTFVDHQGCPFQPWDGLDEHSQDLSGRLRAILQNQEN
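HeLa cells stably expressing Vif and C-terminally eYFP-tagged A3G, seeded overnight at 37 deg C, then exposed to compound by pintool overnight at 37 deg C. Rise in yellow fluorescence (Ex 488/Em 500-530, Acumen) marks blocked Vif-driven A3G degradation.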
Glioma ERSR ind: induces the endoplasmic reticulum stress response in human glioma cells; Potency, µM, inactives show at the top dose activation, usual class: activators; 0.02% of 420,000 active; U87-MG GRP78 promoter luciferase reporter, 16 h; note: potency is the fitted concentration of half-maximal effect; series mostly up to about 76 µM; % of control where 0% means no effect; nearly all actives have a fitted effect of over 35% in size
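Stably transfected U87-MG glioma cells carrying a GRP78-based luciferase sensor; 16 h compound incubation. Luminescence end-point read 10 min after Bright-Glo addition at room temperature.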
D2 potentiator: positively modulates the human D2 dopamine receptor allosterically; P14416; HEK293 T-REx D2, calcium flux, EC20 dopamine potentiation; potentiation, % at 10 µM; 0.34% of 340,000 active;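 active = potentiation over 3 SD above the plate norm, cut at about 30% in these data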; note: 0% is about no effect
Target sequence (P14416 whole entry, looked up): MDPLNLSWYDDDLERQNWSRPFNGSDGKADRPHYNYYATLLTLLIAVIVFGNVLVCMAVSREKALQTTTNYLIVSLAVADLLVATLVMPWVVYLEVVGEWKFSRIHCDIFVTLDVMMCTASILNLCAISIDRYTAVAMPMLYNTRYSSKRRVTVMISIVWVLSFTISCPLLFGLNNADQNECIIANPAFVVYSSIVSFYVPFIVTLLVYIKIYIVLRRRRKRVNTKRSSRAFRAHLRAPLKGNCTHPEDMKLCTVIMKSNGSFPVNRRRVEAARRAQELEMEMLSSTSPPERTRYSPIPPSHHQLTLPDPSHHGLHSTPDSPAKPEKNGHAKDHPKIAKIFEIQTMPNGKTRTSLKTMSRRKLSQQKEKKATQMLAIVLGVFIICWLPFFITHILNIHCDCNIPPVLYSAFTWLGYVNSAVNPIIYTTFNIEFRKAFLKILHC
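Tetracycline-induced HEK293 T-REx cells force-coupled to calcium signalling expressed D2; compounds were pin-added after a 10 s baseline, read kinetically 180 s, then an EC20 dopamine challenge followed with a further 180 s calcium read.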
D1 antag: human D1 dopamine receptor antagonism. P21728. HEK293 TREx D1 cells, calcium flux, dopamine EC80; stronger effect = lower value. activity change, negative = inhibition, % at 10 µM. 3.2% of 360,000 active; in the data active = activity change below about -30%; note: % is set by controls: 0 for no effect and ±100 for the full control effect
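Inducible Hek293 Trex D1 cells (tetracycline, overnight, 30 C). Calcium dye 30–90 min RT. Antagonist mode: EC80 dopamine added after 180 s compound read.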
D1 ag: activates the human D1 dopamine receptor | 1% of 360,000 active | HEK293 T-REx D1 cells, calcium flux, agonist mode | activation, % at 2 µM | AID 504660 | P21728; in the data active = activation above about 30%; note: 0% is about no effect
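Inducible HEK293 T-REx D1 cells, force-coupled to calcium signalling, were plated at 4000 cells/well with tetracycline and held overnight at 30 C. After no-wash calcium dye loading, compound-evoked calcium rise over 180 s flagged agonists.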
Vif-APOBEC3F blk: blocks the Vif interaction with APOBEC3F. HeLa A3F-eYFP + Vif (tagged APOBEC3F with the HIV-1 protein that degrades it), YFP fluorescence increase. Potency, µM (titrated, usually from 46.1 µM), without a hit: top-dose activity, negative = active. 0.2% of 390,000 active; note: potency is the fitted concentration of half-maximal effect; % of control where 0% means no effect; nearly all actives have a fitted effect of over 65% in size
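Fluorescence increase (Ex 488/Em 500-530) after overnight compound treatment at 37 deg C flags inhibition of Vif-driven A3F-eYFP loss in stable HeLa A3F-eYFP/Vif cells seeded overnight beforehand.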
* marks the source's active call; other numbers are inactive results; ? = inconclusive; / = not tested or not shown. Unless noted, calls come from the whole dose curve; as a rule, active = well fitted curve in the direction sought with a large enough effect; inconclusive = small, poorly fitted or top-dose-only effect, or another doubt; inactive = no such curve, though single readings can be large; an effect the other way counts as inactive or inconclusive. The list is partial (hit frequency here may not be typical).

SMILES | D1 PAM | RXFP1 ag | RXFP1 antagonist | Vif-A3G inh | Glioma ERSR ind | D2 potentiator | D1 antag | D1 ag | Vif-APOBEC3F blk
Cc1noc(C)c1S(=O)(=O)N1CCCC(C(=O)Nc2cccnc2)C1 (configuration not stated) | -3 | 7.3% | 1 | 3% | -4% | 5 | -15 | 4 | 5%
CC(C(=O)N1CCCc2ccccc21)N1CCN(S(=O)(=O)c2ccccc2F)CC1 (configuration not stated) | -1 | 1.0% | -1 | 2% | -6% | -6 | -15 | 3 | -2%
O=C(CCCn1c(SCc2cc(=O)n3ccccc3n2)nc2ccccc2c1=O)NCC1CCCO1 (configuration not stated) | -5 | 23% | -8 | -1% | 0% | / | 4 | 0 | 3%
COc1ccc(/C=N/NC(=O)c2ccc(NC(=O)c3cccc([N+](=O)[O-])c3)cc2)c(OC)c1 | -5 | -1.0% | 1 | -2% | 2% | 15 | 5 | 2 | 3%
CCOC(=O)CSc1cc(C(F)(F)F)nc(-c2ccccn2)n1 | -1 | -1.3% | -12 | 1% | -2% | 4 | 4 | 0 | -6%
O=[N+]([O-])c1ccc(C=NN2CCOCC2)s1 | / | / | -2 | 0% | -1% | / | / | / | -3%
Cc1nn(-c2ccccn2)c2c1C(c1ccncc1)C1=C(CC(C)(C)CC1=O)N2 (configuration not stated) | 0 | 2.7% | 1 | 1% | -7% | 2 | -7 | 1 | -6%
Cc1ccc(OCC(O)CN2CCC(Cc3ccccc3)CC2)c(C)c1 (configuration not stated) | -13 | 0.9% | -22 | 2% | -6% | -23 | -6 | 20 | -20%
CCN(CC)S(=O)(=O)c1ccc(C)c(NC(=S)N2CCN(C/C=C/c3ccccc3)CC2)c1 | -3 | -1.1% | -18 | 4% | -3% | 11 | -12 | 7 | 1%
O=C1CC(c2cc(Br)ccc2F)c2cc3c(cc2N1)CCC3 (configuration not stated) | -5 | 2.6% | 4 | ? | -8% | / | 7 | 2 | -24%
Cc1ccc(OCCN(C)C)c([N+](=O)[O-])c1 | -3 | -0.1% | -9 | 0% | -2% | -17 | 3 | 6 | -12%
Cc1nnc2ccc(-c3ccc(NS(=O)(=O)c4ccccc4[N+](=O)[O-])cc3)nn12 | 2 | 16% | 13 | 2% | -1% | 26 | -2 | 9 | 3%
CC1CCCN(C(=O)c2ccc3ncsc3c2)C1 (configuration not stated) | 2 | -0.9% | -3 | 0% | -5% | -3 | 10 | 4 | 3%
Cc1ccc(CN2CCN(/N=C/c3cccs3)CC2)cc1 | -6 | 2.9% | -5 | 1% | -2% | -25 | -16 | 2 | 0%
CC1=Nc2ccccc2N=C(NC(=O)CSC(=S)N2CCCCC2)C1c1ccccc1 (configuration not stated) | 1 | -1.8% | -28 | 2% | -3% | 0 | -12 | 2 | 8%
CC1CCCCC1N(C)C1CCN(C(=O)CNC(=O)/C=C/c2cccc(Cl)c2)CC1 (configuration not stated) | -2 | -1.4% | -2 | 0% | 0% | 4 | -31* | 14 | 7%
CCn1c(=N)c(C(=O)NCc2cccnc2)cc2c(=O)n3cc(C)ccc3nc21 | 3 | 8.7% | / | -2% | -6% | 2 | -2 | 6 | -1%
CN1C(=O)CC(C(=O)O)SC1=Nc1cccc(C(F)(F)F)c1 (configuration not stated) | -1 | -1.1% | 3 | 3% | -1% | / | -9 | -1 | 1%
CCOC(=O)c1cc(-c2ccc(N3CCOCC3)cc2)nn1-c1ccccc1C(=O)O | 6 | 1.3% | -16 | -1% | 0% | -3 | 0 | 4 | -11%
CCn1nc(NC(C)=O)c2cc3ccc(C)cc3nc21 | -3 | 0.0% | -26 | -2% | -3% | -1 | 1 | 1 | -1%
CN(C)C(=O)CCCCCCCCC(=O)N(C)C | -2 | 1.8% | -21 | -5% | 2% | 7 | -7 | 0 | 6%
COc1ccc(OC)c(C2NC(=O)NC(C)=C2C(=O)OCc2ccccc2)c1 (configuration not stated) | -1 | 0.3% | -5 | 1% | -3% | -3 | 12 | 3 | -1%
CCC(=O)N1CCc2cc(Br)cc(S(=O)(=O)CC(=O)OC)c21 | -4 | -1.0% | -11 | -4% | -6% | 6 | -1 | 4 | 0%
Cc1nnc(C)n1/N=C/c1cccc(Oc2ccccc2)c1 | -4 | 0.0% | 0 | -1% | 1% | 8 | -6 | 2 | -4%
CC1CCCCN1C(=O)COC(=O)C1CCN(S(=O)(=O)c2ccc(Cl)c(C(F)(F)F)c2)CC1 (configuration not stated) | -3 | 0.6% | -65* | 0% | -2% | -1 | -8 | 2 | -22%

Continued.
SMILES | D1 PAM | RXFP1 ag | RXFP1 antagonist | Vif-A3G inh | Glioma ERSR ind | D2 potentiator | D1 antag | D1 ag | Vif-APOBEC3F blk
COC(/C=C/Nc1ccc(OC)cc1)=C(C#N)C#N | -3 | 1.8% | -22 | 2% | -5% | -2 | -10 | 1 | -7%
COCC(=O)N(Cc1nc2sc(C)c(C)c2c(=O)[nH]1)C1CCCCC1 | 1 | -0.7% | 23 | 0% | 2% | 12 | 1 | 1 | ?
Cc1c(C(=O)NCCS(=O)(=O)N2CCN(c3ccccc3F)CC2)cccc1[N+](=O)[O-] | -7 | 0.4% | -5 | -28% | -3% | 2 | -8 | 20 | -25%
Cc1ccc(C(=O)CC(=O)COc2ccc(Cl)cc2C)cc1 | -5 | -0.6% | -37 | 1% | 4% | 2 | -3 | 1 | -28%
NC(=O)C1CCN(C(=O)CSc2nc3ccccc3s2)CC1 | -6 | 4.9% | -3 | 0% | 1% | 20 | 16 | -1 | 4%
Cc1nn(C)c2c1c(C(F)(F)F)cc(=O)n2C(C)C(=O)NCCC(C)C (configuration not stated) | 2 | 2.6% | -16 | -2% | -1% | -5 | -3 | 0 | -12%
CC(=O)Nc1nc(-c2ccccc2)cc(-c2ccco2)c1C#N | 2 | 7.4% | -10 | -26% | 0% | 9 | 11 | 0 | ?
COc1cccc(OCC(O)CN2CCC(Cc3ccccc3)CC2)c1 (configuration not stated) | -6 | -0.5% | -12 | -2% | -4% | -25 | -31* | 20 | 0%
Cc1ccc(C(=O)Sc2cccccc2=O)cc1 | 1 | -3.6% | ? | ? | 7% | 7 | -15 | 9 | ?
O=C(COc1ccccc1)Nc1ccccc1N1CCCCC1 | 10 | 0.5% | -5 | 2% | -6% | 6 | 24 | 4 | -10%
CCCCC(=O)NC1(C(F)(F)F)C(=O)N(CC(C)C)C2=C1C(=O)CC(C)(C)C2 (configuration not stated) | 4 | 0.8% | -11 | 1% | 0% | 3 | 6 | 0 | 0%
O=C(NC(=O)N1CCCCCC1)c1ccc(Cl)cc1 | 0 | -0.1% | 12 | -4% | -2% | 3 | 3 | 0 | -1%
O=C(Nc1ccc(N2CCOCC2)cc1)Nc1cnsn1 | 2 | -1.6% | -10 | 0% | 0% | 5 | -2 | 3 | -9%
Cc1cccc(OCCSc2nc3ccc(NC(=O)c4cccs4)cc3s2)c1 | -2 | 2.4% | / | 4% | -3% | 7 | 3 | 9 | 1%
N#Cc1c(-c2ccco2)cc(-c2cccnc2)nc1N | 1 | 4.4% | 8 | 1% | -6% | 18 | 2 | 1 | -1%
Cn1c(=O)c2c(SCC(=O)N3CCCCC3)nc(-c3ccccc3F)nc2n(C)c1=O | -4 | -0.2% | -1 | 0% | -5% | 6 | -17 | 1 | -10%
Cc1ccc(-c2nc(CS(=O)CC(=O)NC3CCCCC3)c(C)o2)cc1 (configuration not stated) | -3 | 1.2% | -20 | 2% | -2% | 6 | -13 | 2 | 6%
Cc1ccc(C(=O)NC2CCN(CC(=O)Nc3c(C)cc(C)cc3C)CC2)cc1 | -4 | -4.0% | -8 | 0% | -5% | -1 | -9 | 1 | -2%
COc1ccccc1NC(=O)Cc1noc(CSc2nnc(C)s2)n1 | -3 | 0.0% | 4 | -2% | -2% | 4 | -7 | 0 | 5%
Cc1nn(CC(=O)NCCc2ccccc2)c(=O)c2nn(-c3ccccc3)c(C)c12 | -5 | 2.2% | 0 | -3% | 1% | -8 | -5 | 2 | -10%
Cc1cccc(COc2ccccc2C(=O)N(C)CC(=O)Nc2cccc(F)c2)c1 | -3 | 0.7% | -9 | 0% | 0% | -2 | 6 | 2 | 6%
CC(=O)c1cccc(NC(=O)COC(=O)COc2ccc(Cl)cc2)c1 | 2 | 0.0% | -6 | -4% | -4% | -4 | -6 | 19 | 12%
COc1ccc(CC(=O)NC2=NCCS2)cc1 | 2 | 0.6% | -10 | 0% | -5% | / | 2 | 3 | 5%
